Assay outcomes from PubChem BioAssay.
PGK inhibitor: blocks T. brucei phosphoglycerate kinase | P07378 | PGK/GAPDH coupled, Kinase-Glo luminescence, 60 min | Potency, µM (titrated, usually from 57.5 µM), for the others: at the highest dose activity change, negative = inhibition, most hits filed as inhibitors | hit rate 0.043% among 380,000; further: potency means the concentration at half of the fitted maximal effect; on the % scale 0 is the no-effect control and ±100 the full control effect; nearly all actives have a fitted effect of over 60% in size
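Recombinant glycosomal PGK reaction used 1,3-bisphosphoglycerate generated in-well by GAPDH (100nM final) in 100mM TEA pH 7.6, 5mM MgCl2, 0.01% Tween-20. After 60 minutes at room temperature, ATP was read by Kinase-Glo Plus luminescence end-point.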
GLS inh: glutaminase GLS (human) inhibition; Potency, µM (titrated, usually from 45.5 µM), for inactives: top-dose activity change, negative = inhibition, hits mostly inhibitors; AID 624170; GLS enzymatic activity, qHTS titration; hit rate 0.21% among 410,000; O94925; further: potency means the concentration at half of the fitted maximal effect; on the % scale 0 is the no-effect control and ±100 the full control effect
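Read-out is an Amplex red fluorescence increase coupled through glutamate oxidase and HRP, measured before and after 30 min room-temperature incubation. hKGA is in 45 mM KH2PO4 (pH 8.2) with 0.02% Tween-20; glutamine added as 1mM solution.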
HP1b chromo inh: blocks HP1-beta chromodomain binding to methylated histone tails; P83916; AlphaScreen HP1-beta / biotin-H3K9me3 peptide binding; Potency, µM (doses to about 114 µM), for the others: top-dose activity change, negative = inhibition, hits mostly inhibitors; hit rate 0.56% among 390,000; further: potency means the concentration at half of the fitted maximal effect; nearly all actives have a fitted effect of over 70% in size; inactives centre near 23
Target sequence (P83916 whole entry, looked up): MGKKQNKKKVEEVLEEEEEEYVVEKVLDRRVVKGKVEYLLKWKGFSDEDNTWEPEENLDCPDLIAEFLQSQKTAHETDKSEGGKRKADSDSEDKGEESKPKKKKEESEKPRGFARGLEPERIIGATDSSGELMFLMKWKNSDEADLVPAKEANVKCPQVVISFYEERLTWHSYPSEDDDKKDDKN
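Compound inhibition of the preformed complex between 50 nM HP1-beta and 50 nM biotinylated H3K9me3 peptide was read by AlphaScreen. Buffer was PBS pH 7.4 with 0.01% Tween-20. Incubations ran 30 min at room temperature, with 10 ug/mL donor/acceptor beads.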
JMJD2A Tudor: JMJD2A Tudor domain (human) inhibition; AlphaScreen JMJD2A-Tudor / H3K4me3 peptide binding; O75164; hit rate 4.4% among 390,000; Potency, µM (titrated, usually from 114 µM), inactives show at the top dose activity change, negative = inhibition, usual class: inhibitors; further: potency means the concentration at half of the fitted maximal effect; on the % scale 0 is the no-effect control and ±100 the full control effect; nearly all actives have a fitted effect of over 50% in size
ERG-DNA inh: inhibitors of human ERG Ets domain-DNA interaction; hit rate 0.028% among 370,000; Potency, µM (series often up to 76.9 µM), inactives show top-dose FP activity, negative = inhibition, most hits filed as inhibitors; AID 624246; fluorescence polarization, His-ERG Ets domain / labelled DNA; active means well fitted inhibition curve with a large enough effect in the polarisation, with a control signal flat; inconclusive means small, poorly fitted or top-dose-only effect, or effect the other way, or a change in a side signal; inactive means no such curve, though single readings can be large or run the other way; the % refers to the polarisation;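 further: polarization taken with two DNA probes labelled with fluorescein and Texas red; potency means the concentration at half of the fitted maximal effect; % of control where 0% means no effect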
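His-tagged ERG Ets domain (1 uM in the protein solution; 300mM KCl, 50mM Tris-HCl, 1mM EDTA, 1mM DTT, pH 7.5) received compound, then a probe mix of 5 nM fluorescein-DNA and 100nM Texas-615-DNA. Fluorescence polarization was read for both dyes.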
Pin1 inh: human Pin1 inhibition; AID 504891; Potency, µM (doses to about 115 µM), for inactives: at the top dose activity, negative = inhibition, usual class: inhibitors; Q13526; hit rate 0.009% among 390,000; Pin1 FP peptide displacement, HiFluor488, 10 min; active means well fitted inhibition curve with a large enough effect in the polarisation, with a control signal flat, not every such curve was filed as active; inconclusive means small, poorly fitted or top-dose-only effect, or effect the other way, or a change in a side signal; inactive means no such curve, though single readings can be large or run the other way; the % refers to the polarisation; further: potency means the concentration at half of the fitted maximal effect; on the % scale 0 is the no-effect control and ±100 the full control effect
Target sequence (Q13526 whole entry, looked up): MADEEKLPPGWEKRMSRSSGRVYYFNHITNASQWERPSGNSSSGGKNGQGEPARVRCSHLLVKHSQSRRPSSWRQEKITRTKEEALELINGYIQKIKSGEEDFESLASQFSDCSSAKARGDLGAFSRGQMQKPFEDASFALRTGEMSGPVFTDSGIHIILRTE
BAZ2B block: BAZ2B (human) inhibition | hit rate 4.4% among 360,000 | Q9UIF8 | AlphaScreen BAZ2B-H3K14Ac peptide displacement | Potency, µM (titrated, usually from 114 µM), for inactives: top-dose activity change, negative = inhibition, hits mostly inhibitors; further: potency means the concentration at half of the fitted maximal effect; on the % scale 0 is the no-effect control and ±100 the full control effect; nearly all actives have a fitted effect of over 60% in size
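Protein-peptide AlphaScreen: BAZ2B 50 nM, b-H3K14Ac 50 nM, 1x PBS pH 7.4 + 0.01% Tween-20. Preincubation 30 min RT; cpd 30 min RT (top 110 uM); beads 20 min RT, light-protected.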
PI4K2A inh: blocks human PI4K2A kinase activity | activity change, negative = inhibition, % at 76.9 µM | Q9BTU6 | hit rate 0.13% among 420,000 | purified PI4K2A, ADP-Glo luminescence, 1 h; hits give low values; in the data active means activity change below about -50%; inconclusive means mostly about -30% to -49%;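 further: -100% = wells without enzyme as full effect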
Target sequence (Q9BTU6 whole entry, looked up): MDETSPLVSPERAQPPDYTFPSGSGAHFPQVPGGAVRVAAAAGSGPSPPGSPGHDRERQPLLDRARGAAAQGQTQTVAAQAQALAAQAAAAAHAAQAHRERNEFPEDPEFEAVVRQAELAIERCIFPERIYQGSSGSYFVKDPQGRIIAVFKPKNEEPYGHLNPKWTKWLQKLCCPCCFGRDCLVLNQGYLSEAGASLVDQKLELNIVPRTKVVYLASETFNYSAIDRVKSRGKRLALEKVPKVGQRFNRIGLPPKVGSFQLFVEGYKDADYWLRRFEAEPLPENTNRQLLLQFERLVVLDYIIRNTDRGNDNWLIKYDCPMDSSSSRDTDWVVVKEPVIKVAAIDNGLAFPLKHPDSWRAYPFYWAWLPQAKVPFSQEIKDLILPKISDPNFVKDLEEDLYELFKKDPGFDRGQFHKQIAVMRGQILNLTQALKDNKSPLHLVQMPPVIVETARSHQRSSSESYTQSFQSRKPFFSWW
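PI4K2A activity was measured by ADP-Glo luminescence: enzyme (4 ug/mL stock) and phosphatidylinositol (1.2 mM stock) in Tris pH 7.5/MgCl2/EGTA/Triton X-100 buffer were reacted with ATP (300 microM stock) for one hour at ambient temperature.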
G9a inh: blocks human histone lysine methyltransferase G9a; G9a H3K9 monomethylation, AlphaScreen, 2 h; hit rate 8.8% among 350,000; Potency, µM (highest dose often 102 µM), without a hit: top-dose activity, negative = inhibition, actives largely listed as inhibitors; Q96KQ7; further: potency means the concentration at half of the fitted maximal effect; on the % scale 0 is the no-effect control and ±100 the full control effect; nearly all actives have a fitted effect of over 75% in size
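Step 1: enzyme (final 20 nM) with compound, 15 min RT. Step 2: substrate peptide 500 nM and SAM 20 uM, 2 h RT. Step 3: anti-H3K9me1 antibody and AlphaScreen beads, 10 min, then plate read.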
Active calls of the source: *; i = inactive; ? = inconclusive; . = no result given; [ ] = another dose, or the depositor's remark. Unless noted, the call rests on the fitted dose curve; in most records, active means well fitted curve in the direction sought with a large enough effect; inconclusive means small, poorly fitted or top-dose-only effect, or another doubt; inactive means no such curve, though single readings can be large; an effect the other way counts as inactive or inconclusive.

Compound	PGK inhibitor	GLS inh	HP1b chromo inh	JMJD2A Tudor	ERG-DNA inh	Pin1 inh	BAZ2B block	PI4K2A inh	G9a inh
CCOC(=O)C1=C(C)NC(C)=C(C(=O)OCC)C1/C=C/c1ccccc1OC	-8%	-1%	66%[activator]	7%	.	11%	23%	-5	-5%
COc1ccccc1N1C(=O)CSC1=NC(=O)c1ccccc1	-1%	22%	36%[activator]	-2%	66%[activator]	23%	-4%	-3	.
COc1cccc(COCC(O)CN2CCC(C(N)=O)CC2)c1 (stereo unspecified)	-5%	4%	16%	-2%[57.1 µM]	3%	-1%	-15%	8	0%
CCOC(=O)c1sc(NC(=O)c2sccc2C)cc1C	?	-3%	37%[activator]	-8%	-9%	0%	-1%	?	5%
CC(C)(C)OC(=O)N[C@@H](COCc1ccccc1)C(=O)N[C@@H](CO)[C@H](O)[C@@H]1C[C@@H]1C(=O)N1CCCC1	1%	2%	35%	-6%	-10%	-2%	6%[57.1 µM]	3	18%
COc1cc(C=C2C(=O)c3ccccc3C2=O)ccc1O	-16%	15%	-24%	?	6%	-4%	?	-18	-36%
COc1cc(C(=O)N/N=C(\C)c2ccccn2)cc(OC)c1OC	1%	-1%	20%	-19%	-7%	6%	-17%	1	63%[activator]
CCOc1ccc(C(=O)N(CC)CC(=O)Nc2ccc3c(c2)OCCO3)cc1OCC	-5%	-7%	35%	-24%	4%	-1%	-3%	-5	-3%[12.7 µM]
COc1cc2c(cc1OC)C(c1ccc(Cl)cc1)N(c1cccc(C#N)c1)C(=O)C2 (stereo unspecified)	4%	14%	12%	-29%	-8%	2%	-25%	-1	1%[59 µM]
COc1ccc(CN2CCN(C(=O)c3ccc(S(=O)(=O)NCc4ccco4)cc3)CC2)cc1	-1%	3%	5%	-21%	-9%	-5%	0%	5	-44%
CN(C)C(C(=O)Nc1cc(Cl)cc(Cl)c1)c1ccccc1 (stereo unspecified)	i	-1%	-12%	-17%	4%	0%	-18%	-1	2%
CCCN(CCC)C(=O)CP(=O)(c1ccccc1)c1ccccc1	-5%	-11%	2%	-19%	3%	-9%	14%	3	4%[12.7 µM]
CC(C)(C)OC(=O)C[C@@H]1C/C=C\C[C@H](CC(=O)N(CCO)Cc2ccccc2)C(=O)N[C@H](C(C)(C)C)COC1=O	-7%	?	28%	-14%	-2%	3%	.	0	.
Cc1c(O[C@@H]2O[C@H](CO)[C@@H](O)[C@H](O)[C@H]2O)c(CO)c(O[C@@H]2O[C@H](CO)[C@@H](O)[C@H](O)[C@H]2O)c2c1O[C@@H](c1ccccc1)C[C@@H]2O	-12%	-3%	-1%	-10%	8%	-1%	.	-7	.
CN1C/C(=C/c2ccccc2[N+](=O)[O-])C(=O)/C(=C\c2ccccc2[N+](=O)[O-])C1	i	-10%	9%	-15%	-9%	?	.	-1	.
O=C(O)CCNS(=O)(=O)c1ccccc1	i	-1%	22%	-1%	2%	-9%	0%	-4	-1%
N/C(Cc1ccc(Cl)cc1)=N\OC(=O)Cc1ccc([N+](=O)[O-])cc1	6%	1%	-1%	?	9%	6%	?	-3	?
CNC(=O)CSc1nc(-c2ccccc2)c(-c2ccccc2)o1	i	-1%	27%	-28%	-22%	-6%	?	-1	-33%
O=C1c2ccccc2NC(c2ccc(-c3cccs3)o2)N1O (stereo unspecified)	0%	-3%	34%	-19%	.	2%	?	-3	3%[0.501 µM]
COc1cccc(/C=N/NC(=O)C(C)Sc2ccccc2)c1 (stereo unspecified)	-6%	-12%	24%	-15%	2%	-2%	-11%	2	?
COC(=O)C1=C(C)Nc2nnnn2C1c1cc(OC)ccc1OC (stereo unspecified)	.	23%	35%	-13%	.	0%	-2%	0	?
Cc1cc(C)n(-c2ccc(C(=O)NCc3ccc(F)cc3)cc2)n1	-10%	-1%	38%	-16%	-3%	2%	-8%	1	23%
CCCOP(=O)(c1ccc(N(C)C)cc1)C(O)c1cccnc1 (stereo unspecified)	5%	9%	21%	-12%	-6%	-1%	7%	-2	.
COc1ccc2c(-c3cnc(N4CCOCC4)nc3)c(-c3ccc(S(C)(=O)=O)cc3)sc2c1	-7%	-12%	58%[activator]	6%	-11%	6%	.	2	.
COc1cccc(/C=N/NC(=O)c2cc3c(OC)c(OC)ccc3[nH]2)c1OC	-5%	9%	1%	-35%	25%	-1%	?	-2	?
Cc1nn(-c2ccccc2)c(C)c1NC(=O)COC(=O)c1ccccc1	-5%	-8%	35%	7%	8%	2%	6%	2	?
O=C(O)C1CCCN1S(=O)(=O)c1ccccc1 (stereo unspecified)	-8%	-2%	68%	-7%	5%	3%	1%	-1	22%[59 µM]
CCOC(=O)C1(Cc2ccccc2)CCN(Cc2ccc(C3CCCCO3)s2)CC1 (stereo unspecified)	-3%	-1%	18%	-3%	-20%	8%	-18%	3	-12%[12.7 µM]
Fc1ccc(-c2nnc3n2CCCCC3)cc1	-2%	1%	45%[activator]	-7%	9%	-1%	3%	0	3%
O=C(COC(=O)c1cccc(S(=O)(=O)N2CCN(c3ccc(F)cc3)CC2)c1)NCC1CCCO1 (stereo unspecified)	-5%	3%	5%	-16%	3%	0%	-13%	1	-3%
CCOc1ccc(C(=O)NCCc2csc(-c3cccc(F)c3)n2)cc1OCC	9%	-11%	8%[57 µM]	-12%	6%	-20%	-1%	-3	19%[59 µM]
O=C1CCC/C(=N/NC(=O)C2CCN(S(=O)(=O)c3cccs3)CC2)C1	i	1%	38%	-6%	-5%	-7%	2%	-2	16%[59 µM]
CCc1cc2cc(C(=O)Nc3ccc(F)cc3)sc2s1	6%	-12%	37%[activator]	-20%[57.1 µM]	2%	-3%	-16%	-17	-12%[59 µM]
O=C(CN1C(=O)c2ccccc2C1=O)NCC(=O)OCC(=O)c1ccc(Br)cc1	i	-9%	26%	-16%	-18%	-7%	0%	3	.
CS(=O)(=O)c1nc(S(=O)(=O)c2ccc(Cl)cc2)c(NCCN2CCOCC2)s1	-9%	1%	36%[activator]	-23%	7%	-2%	-1%	3	.
O=C(O)CCSc1nc2ccccc2s1	i	0%	42%[activator]	-11%	11%	2%	3%	-3	?
COc1ccc(NC(=O)CN(C)C(=O)c2cccc(S(=O)(=O)Nc3ccccc3Cl)c2)cc1	7%	10%	5%	-10%	-9%	0%	7%	-1	15%[2.33 µM]
O=S(=O)(NN=Cc1ccc(O)cc1O)c1cc(Cl)c(Cl)cc1Cl	-4%	40%[activator]	21%	-23%	-10%	0%	.	1	.
Cc1ccc(OCc2ccc(-c3nc(C#N)c(N4CCN(c5cccc(Cl)c5)CC4)o3)o2)cc1	10%	3%	6%	-18%	2%	-1%	-17%	-1	-29%[59 µM]
CCN(C(=O)C1CCN(c2nc(-c3ccc(OC)cc3)no2)CC1)c1ccccc1	-8%	-2%	31%	-11%	-8%	2%	5%	-2	1%
O=C(CSc1ncccn1)N/N=C/c1ccccc1[N+](=O)[O-]	0%	2%	34%	-15%[57.1 µM]	2%	-7%	.	-3	-49%
O=C1CN(C(=O)CSc2nnc(-c3ccccc3)n2Cc2ccc3c(c2)OCO3)c2ccccc2N1	-7%	-4%	-18%	-21%[11.4 µM]	-6%	-1%	-24%	2	?
COc1ccc(C(=O)COC(=O)CNC(=O)c2ccc(Cl)cc2Cl)c(OC)c1	i	-6%	-14%	-29%	5%	-4%	?	-6	-30%
Cc1ccc(S(=O)(=O)N2CCOCC2)cc1C(=O)OCC(=O)c1ccc(Br)cc1	-2%	1%	35%	-4%	12%	42%[activator]	11%	-4	?
CC(=O)N1CCCc2cc(S(=O)(=O)N3CCC(C(=O)NCc4ccccc4Cl)CC3)ccc21	-5%	-5%	34%[57 µM]	-9%	3%	-13%	1%	-2	11%[59 µM]
COc1cc(/C=C2\SC(=S)N(NC(=O)c3ccccc3O)C2=O)ccc1O	-2%	?	?	20µM*	132%[activator]	?	28µM*	0	-29%[2.33 µM]
COc1ccc2cc(CCNC(=O)CC(C)(C)C)c(=O)[nH]c2c1	-30%	8%	31%	-4%	.	-3%	2%	-1	23%[59 µM]
N#CC(C#N)C(c1ccsc1)c1c(-c2ccccc2)[nH][nH]c1=O (stereo unspecified)	3%	24%	27%	-1%[11.4 µM]	-2%	-3%	2%	4	1%[12.7 µM]
CC(C)OC(=O)CSc1nnc(Cc2ccccc2)n1C	0%	-7%	36%	-5%	-1%	2%	8%	0	8%
O=C1CCCN1Cc1ccccc1	i	-11%	40%[activator]	-12%	-6%	3%	15%	7	.

Next records:
Compound	PGK inhibitor	GLS inh	HP1b chromo inh	JMJD2A Tudor	ERG-DNA inh	Pin1 inh	BAZ2B block	PI4K2A inh	G9a inh
COc1cc2ccccc2cc1C(=O)Nc1ccc(C)cc1	-6%	-2%	76%[activator]	26%	4%	4%	10%	-4	8%
O=C1Cc2cc(S(=O)(=O)Nc3ccc(OC(F)(F)F)cc3)cc3c2N1CCC3	-3%	-7%	43%[activator]	-14%	10%	-3%	1%	-2	-4%[59 µM]
O=C(COc1coc(CN2CCN(c3cccc(Cl)c3)CC2)cc1=O)NC1CCCC1	-1%	5%	12%	-24%	4%	-1%	11%	6	7%
O=C(Nc1ccc2c(c1)OCCO2)C1CCN(S(=O)(=O)c2ccc(Br)s2)CC1	-1%	0%	4%	-27%	-2%	5%	1%	4	-3%
